# TRPML3 ag: activates the human TRPML3 channel. Q8TDD5. HEK293 TRPML3-YFP, Fluo-8 calcium fluorescence; 100% = the carbachol control signal. activation, % at 3 µM. actives 0.29% (n = 220,000);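 active = activation above its plate's cutoff, the mean activation of the plate's test wells plus 3 SD, cut at about 12% in these data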;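 also: 0% = DMSO only wells and 100% = carbachol wells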
# Target sequence (Q8TDD5 whole entry, looked up): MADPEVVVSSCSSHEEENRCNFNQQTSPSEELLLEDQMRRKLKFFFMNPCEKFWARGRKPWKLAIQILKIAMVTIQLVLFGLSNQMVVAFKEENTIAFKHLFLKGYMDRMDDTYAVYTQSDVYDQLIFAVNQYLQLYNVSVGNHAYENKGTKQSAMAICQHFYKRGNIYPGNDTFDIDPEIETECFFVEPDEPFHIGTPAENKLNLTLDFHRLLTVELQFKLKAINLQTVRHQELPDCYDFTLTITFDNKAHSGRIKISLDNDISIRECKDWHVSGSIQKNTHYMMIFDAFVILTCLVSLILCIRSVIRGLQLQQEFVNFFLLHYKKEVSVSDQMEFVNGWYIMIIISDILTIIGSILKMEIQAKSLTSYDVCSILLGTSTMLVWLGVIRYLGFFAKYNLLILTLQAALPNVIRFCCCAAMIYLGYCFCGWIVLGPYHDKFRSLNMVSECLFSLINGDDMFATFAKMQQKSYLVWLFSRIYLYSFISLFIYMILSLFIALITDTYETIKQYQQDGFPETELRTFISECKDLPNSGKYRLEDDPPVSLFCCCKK
#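 Material: TRPML3-YFP stable HEK293 cells | Dosing: One concentration, 3 µM nominal, 0.3% DMSO | Timing: 125 s total fluorescence read per well | Technique: Fluo-8 calcium dye fluorescence, ex 470-495, em 515-575 nm | Measure: Percent activation from peak-to-basal fluorescence ratio, scaled between DMSO and carbachol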
# PPC-1+TRAIL kill: PPC-1 cancer cell killing with TRAIL present; PPC-1 cells + TRAIL, ATPLite viability luminescence; cell killing (% activity), % at 4 µM; AID 1443; actives 0.41% (n = 220,000);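 active = cell killing above 50% in the first pass at 4 µM, then a duplicate retest at 5 µM averaging 50% or more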;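 also: plate controls were cells with TRAIL plus DMSO for no effect and medium-only wells lacking cells for full effect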
# EBV gp42 block: blocks Epstein-Barr virus glycoprotein 42 binding. Fluorescence polarization binding assay, mP read-out. Q1HVG2. actives 0.42% (n = 220,000). inhibition, % (tested at 21.74 µM); in the data active = inhibition above about 50%
# Target sequence (Q1HVG2 whole entry, looked up): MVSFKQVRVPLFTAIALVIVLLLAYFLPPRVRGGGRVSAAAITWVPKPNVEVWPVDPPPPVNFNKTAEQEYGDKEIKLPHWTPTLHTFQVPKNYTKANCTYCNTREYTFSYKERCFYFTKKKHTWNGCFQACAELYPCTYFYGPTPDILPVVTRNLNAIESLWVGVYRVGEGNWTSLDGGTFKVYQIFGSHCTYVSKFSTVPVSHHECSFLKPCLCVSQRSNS
# Furin inhibitor: human furin inhibition | actives 0.061% (n = 220,000) | AID 463115 | inhibition, % at 30 µM | purified furin, fluorogenic substrate cleavage; in the data active = inhibition above about 25%; also: inactives centre near -15
# thrombin 1536: thrombin (human) inhibition | P00734 | alpha-thrombin, Boc-VPR-AMC fluorogenic substrate cleavage | inhibition, % at 5 µM | actives 0.26% (n = 220,000) | AID 1046;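 active = inhibition at or above 40%; inactive = inhibition below 40%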;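 also: 0% = enzyme with no compound and 100% = wells without enzyme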
#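 Material: human alpha-thrombin protein. Incubation: reaction at ambient temperature. Technique: fluorescence of released AMC, ex 355 nm, em 460 nm. Control set: no-compound enzyme wells and no-enzyme blanks. Also added: Boc-VPR-AMC substrate, 15 µM final. Buffer or medium: pH 7.5 Tris (50 mM) with NaCl 150 mM, Tween 20 0.05%.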
# m-calpain inh: blocks pig calpain II enzyme activity. actives 0.37% (n = 220,000). inhibition, % at 16 µM. purified calpain II, fluorogenic peptide substrate, 30 min;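 active = inhibition above about 50%, limit read from the data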
# Tb hexokinase: blocks Trypanosoma brucei hexokinase 1 activity; inhibition, % at 10 µM; recombinant TbHK1, G6PDH-coupled NADH A340; actives 0.11% (n = 220,000);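 active = inhibition of 50% or more in the single-dose primary screen; inactive = inhibition below 50%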
# KCC2 mod: modulators of human KCC2 chloride dependent transport; actives 2.2% (n = 190,000); AID 1456; KCC2 cells, thallium flux FluoZin-2 fluorescence; B-score of Tl+ flux slope (higher = more flux/activation; lower = inhibition) at 10 µM;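 active = thallium flux slope and its plate-corrected score both differing from the plate sample mean at a set confidence after two filtering rounds, in either direction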;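 also: slope of fluorescence scaled to starting intensity during 10 to 20 s after thallium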
# zfTRPN1 agonist: agonists of zebrafish TRPN1 channel | actives 0.18% (n = 220,000) | AID 1424 | activation, % at 3 µM | HEK293 zebrafish TRPN1-YFP, Fluo-8 calcium fluorescence; 100% = response to 87 µM carbachol;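 active = activation above its plate's cutoff, the mean activation of test wells on that plate plus 3 SD, cut at about 19% in these data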;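 also: 0% = DMSO alone and 100% = 87 µM carbachol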
#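 Material: zebrafish TRPN1-YFP in HEK293 cells; Doses: single test compound dose, 3 µM nominal, 0.3% DMSO; Timing: dye loading 1 h at 37 °C, then 30 min room temperature; Technique: intracellular calcium fluorescence with Fluo-8; Benchmarks: high carbachol 87 µM, low DMSO alone.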
# The depositor's hits bear a star; x = not tested or not shown; [ ] = another dose, or the depositor's remark.
SMILES,TRPML3 ag,PPC-1+TRAIL kill,EBV gp42 block,Furin inhibitor,thrombin 1536,m-calpain inh,Tb hexokinase,KCC2 mod,zfTRPN1 agonist
CCOC(=O)CNC(=O)C(CC(N)=O)NC(=O)OC(C)(C)C (stereo not drawn),0.2,2,-7,-15,-7,-9,-19,x,0.7
CCC(Sc1ccc2nnc(CCNS(=O)(=O)c3ccc(OC)cc3)n2n1)C(=O)OC (stereo not drawn),0.4,13,-10,-15,-3,8,-5,0.16,1.0
CCOC(=O)Cn1cc([N+](=O)[O-])c(OC)n1,0.1,-7,-13,-7[20 µM],11,15,-12,0.042,-0.1
C=CCn1c(SCC(=O)Nc2ccc3c(c2)OCCO3)nnc1-c1ccco1,0.1,12,-4,-12,-3,26,42,x,-0.1
CCOC(=O)C1=C(C)NC(=O)NC1/C=C/c1ccccc1OC (stereo not drawn),0.3,2,-4,-12,0,16,6,1,0.6
CC(/C=C/c1ccc(OCc2ccccc2)cc1)=N\O,0.6,2,-10,-8,-8,-9,-8,0.33,-0.2
COc1cc(-c2nnc(-c3cccs3)o2)cc(OC)c1OC,-0.4,2,-8,-14,0,-65,-13,-0.37,2.3
O=C(Cc1ccc(F)cc1)Nc1ccc(F)c([N+](=O)[O-])c1,-0.7,-10,-9,-18[20 µM],3,-14,-9,-0.75,2.3
Cc1ccc(NC(=O)[C@@H]2CCCN2S(=O)(=O)c2ccccc2F)cc1,-0.5,3,-14,-26,0,-15,-5,-0.33,1.7
Cc1cc2ncn(CS(C)(=O)=O)c2cc1C,1.1,8,-23,-21,-2,-13,-2,0.1,1.0
CCN(CC)c1ccc(NC(=O)COC(=O)CSc2ccc(Br)cc2C)cc1,-1.1,17,-5,-26,-3,13,4,0.18,-0.3
Cc1c(Cl)c(-c2n[nH]c(=S)n2-c2ccccc2)nn1C,0.2,7,1,-24,5,13,15,-0.097,-0.8
Cc1cc(C)nc(NC(=NCCc2c[nH]c3ccccc23)NC(=O)Nc2cccc([N+](=O)[O-])c2)n1,0.9,22,-10,-27,-3,-80,-10,-1.5,0.9
Cc1nc(N2CCOCC2)nc(N2CCN(c3ccccc3)CC2)c1[N+](=O)[O-],1.1,-16,-25,-19[20 µM],3,-2,-8,-1,0.5
Cc1ccc(-c2ccc3nnc(SCC(N)=O)n3n2)cc1,-0.2,6,-9,-20,6,-222,-3,-0.66,-2.7
CCOC(=O)c1ccc(NC(=O)NCc2ccccc2OC)cc1,0.0,-4,11,-18,-7,12,4,0.063,-0.1
COc1ccccc1NC(=O)Cn1c(=O)n(CCc2c[nH]c3ccccc23)c(=O)c2cccnc21,0.3,2,-15,-10,-3,-35,-11,-0.77,2.9
COCCNC(=O)c1ccc2c3n(nc2c1)-c1ccc(Cl)cc1CO3,x,26,-3,-29,0,-67,-25,0.46,x
CCN(CC)S(=O)(=O)c1ccc(N2CCOCC2)c(NC(=O)c2cnccn2)c1,0.1,26,-4,-26,-4,0,-9,0.17,1.0
CC(=O)/C(=C/c1ccc(N(C)C)cc1)C(=O)c1ccccc1,0.3,14,-3,-2,0,31,-10,0.69,0.3
O=C(Cn1c(=O)sc2ccccc21)NCc1ccco1,0.5,3,-14,-37,-6,-15,1,-2.2,-1.1
CCOc1cc(/C=N/NC(=O)c2c(-c3ccccc3)noc2C)ccc1O,0.2,1,3,-9,4,-26,-29,-0.71,-0.9
COc1ccc(OC)c(C2C3=C(N=C4SCC(=O)N42)c2ccccc2CC3)c1 (stereo not drawn),-0.5,3,-34,-3,8,-48,20,-1.1,0.4
CC(=O)Nc1c(C(=O)C2CC2)oc2ccccc12,0.3,19,-16,-26[20 µM],0,7,-15,-0.42,-0.1
O=C(O)CCc1ccc(-c2ccc(F)cc2)n1CC1CCCO1 (stereo not drawn),-0.2,3,-13,-18[20 µM],2,-285,-3,0.6,0.7
Cn1c(Cc2ccccc2)nnc1SCC(=O)N1CCCCC1,0.4,-25,-19,-29[20 µM],0,-14,1,-0.42,0.6
O=c1c2ccccc2c(C=Nc2cccc(S(=O)(=O)NCc3ccco3)c2)c(O)n1-c1ccc(Cl)cn1,0.2,14,-16,-24,-8,-125,4,0.33,0.1
Cc1nnc(NC(=O)CCC(=O)NCc2ccco2)s1,0.5,4,-18,-22,2,11,-3,x,-0.4
O=[N+]([O-])c1ccccc1CNC1CCCc2ccccc21 (stereo not drawn),0.2,10,-8,-23,2,-16,7,0.26,-1.2
c1ccc(Cn2nnc3c(NCc4ccc5c(c4)OCO5)nc(C4CC4)nc32)cc1,0.3,-1,-2,-25,1,43,16,x,0.4
N#C/C(=C\N1CCOCC1)c1ccccc1,0.7,22,-22,-8[20 µM],-10,1,10,1.2,-0.2
C/C(=N\N=C1\NC(=O)CS1)c1cccs1,0.0,-9,-8,-10,-4,-25,-34,x,0.0
Cn1cc(CN2CCN(c3ncccn3)CC2)c(-c2cccc(Cl)c2)n1,1.2,16,11,-17,-6,-29,2,-0.26,-1.1
COC(=O)c1ccc(Cn2c(O)c(N=O)c3ccccc32)o1,0.3,2,5,-15,-2,-31,-2,-0.017,0.4
O=c1c2c(-c3ccccc3)csc2ncn1/N=C/c1cccc([N+](=O)[O-])c1O,0.9,9,-4,-28,0,-7,-7,-2.2,1.1
O=C(CSc1n[nH]c(-c2ccccc2)n1)Nc1ncccn1,0.7,-3,-5,-17,2,-41,-3,0.39,-0.1
COc1ccc(NC(=O)CSCC(=O)N2c3ccccc3CCc3ccccc32)cc1,-1.5,-11,10,0,-3,21,2,0.12,-2.7
CC1(NC(=S)N(CCO)CCO)CCS(=O)(=O)C1 (stereo not drawn),0.3,7,-14,-24,-9,9,-3,-0.11,-0.1
CCCn1c(SCC(=O)Nc2ccccc2C(=O)OC)nc2c1c(=O)n(C)c(=O)n2C,0.2,17,-5,-14[20 µM],0,-6,-5,-0.69,1.0
CC(C)(C)SCCNC(=O)CN(c1ccc(F)cc1)S(C)(=O)=O,-0.1,14,-21,-16,-1,-5,-2,x,-0.3
CCNC(=S)Nc1ccccc1-c1ccccc1,0.6,33,-15,-17,-2,-9,-2,0.21,0.4
COc1ccc(N2CCN(C(=O)CCN3C(=O)c4ccccc4S3(=O)=O)CC2)cc1,1.9,-2,9,-21,-5,-11,0,x,1.6
c1csc(CNc2ncnc3nc[nH]c23)c1,0.2,22,-10,-22,-1,-38,-2,0.45,0.3
Cc1c(Cl)cccc1NC(=O)Cn1cccc1,-0.9,-2,-20,-34,2,-34,6,0.44,-0.8
Cc1nn(Cc2c(F)c(F)c(F)c(F)c2F)c(C)c1NC(=O)c1c([N+](=O)[O-])c(C)nn1C,0.6,-2,-8,-19[20 µM],0,-11,-4,-0.74,0.5
COCCn1c(C)cc(C(=O)COC(=O)c2ccc[nH]c2=O)c1C,0.6,35,-19,-3,-12,15,23,0.35,2.2
Cc1cc(C)nc(NS(=O)(=O)c2ccc(NC(=O)C3(c4ccc([N+](=O)[O-])cc4)CCCC3)cc2)n1,7.0,16,-6,-14,-9,-46,4,-0.37,16
Brc1cc2c(cc1Br)OCCOCCOCCOCCO2,-0.2,10,8,-15,3,-7,12,1.3,0.0
CN(C)C(=S)NC(=O)c1cccc(Cl)c1,0.7,-9,-13,-28,3,-2,-1,21*,1.5
O=C(c1ccco1)N(Cc1cc2ccccc2[nH]c1=O)C1CCCCC1,0.7,20,-8,-15[20 µM],-2,-2,0,-0.8,3.1
N#C/C(=N\Nc1cccc([N+](=O)[O-])c1)C(=O)c1ccc(Br)cc1,5.2,10,18,-27,-7,28,-8,-6.8*,12
COCCN(CCOC)C(=O)CCn1c(=O)oc2ccccc21,0.2,22,-12,-22[20 µM],3,16,2,0.82,2.0
Cc1nn(Cc2ccccc2Cl)c(Cl)c1C(=O)NCCc1ccccc1,-0.5,16,3,-18,0,-17,20,-0.97,-1.7

# Reprinted from the listing for reference:
SMILES,TRPML3 ag,PPC-1+TRAIL kill,EBV gp42 block,Furin inhibitor,thrombin 1536,m-calpain inh,Tb hexokinase,KCC2 mod,zfTRPN1 agonist
CCCn1c(SCC(=O)Nc2ccccc2C(=O)OC)nc2c1c(=O)n(C)c(=O)n2C,0.2,17,-5,-14[20 µM],0,-6,-5,-0.69,1.0
CC(C)(C)SCCNC(=O)CN(c1ccc(F)cc1)S(C)(=O)=O,-0.1,14,-21,-16,-1,-5,-2,x,-0.3
CCNC(=S)Nc1ccccc1-c1ccccc1,0.6,33,-15,-17,-2,-9,-2,0.21,0.4
COc1ccc(N2CCN(C(=O)CCN3C(=O)c4ccccc4S3(=O)=O)CC2)cc1,1.9,-2,9,-21,-5,-11,0,x,1.6
c1csc(CNc2ncnc3nc[nH]c23)c1,0.2,22,-10,-22,-1,-38,-2,0.45,0.3
Cc1c(Cl)cccc1NC(=O)Cn1cccc1,-0.9,-2,-20,-34,2,-34,6,0.44,-0.8
Cc1nn(Cc2c(F)c(F)c(F)c(F)c2F)c(C)c1NC(=O)c1c([N+](=O)[O-])c(C)nn1C,0.6,-2,-8,-19[20 µM],0,-11,-4,-0.74,0.5
COCCn1c(C)cc(C(=O)COC(=O)c2ccc[nH]c2=O)c1C,0.6,35,-19,-3,-12,15,23,0.35,2.2
Cc1cc(C)nc(NS(=O)(=O)c2ccc(NC(=O)C3(c4ccc([N+](=O)[O-])cc4)CCCC3)cc2)n1,7.0,16,-6,-14,-9,-46,4,-0.37,16
Brc1cc2c(cc1Br)OCCOCCOCCOCCO2,-0.2,10,8,-15,3,-7,12,1.3,0.0
CN(C)C(=S)NC(=O)c1cccc(Cl)c1,0.7,-9,-13,-28,3,-2,-1,21*,1.5
O=C(c1ccco1)N(Cc1cc2ccccc2[nH]c1=O)C1CCCCC1,0.7,20,-8,-15[20 µM],-2,-2,0,-0.8,3.1
N#C/C(=N\Nc1cccc([N+](=O)[O-])c1)C(=O)c1ccc(Br)cc1,5.2,10,18,-27,-7,28,-8,-6.8*,12
COCCN(CCOC)C(=O)CCn1c(=O)oc2ccccc21,0.2,22,-12,-22[20 µM],3,16,2,0.82,2.0
Cc1nn(Cc2ccccc2Cl)c(Cl)c1C(=O)NCCc1ccccc1,-0.5,16,3,-18,0,-17,20,-0.97,-1.7

# Screens: PubChem, several laboratories
